Screens deposited in PubChem by several laboratories.
Wnt bcat act: Wnt/beta-catenin pathway activators, primary screen, cell-based, plate reader, single point | Wnt/beta-catenin reporter cell assay, activator | activation, % at 9.35 µM | hit rate 1.2% among 300,000; in the data active = activation above about 30%, passing the limit was not always enough;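 note: 0% = neutral control wells and 100% = positive control wells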
PvdQ acylase: P. aeruginosa PvdQ acylase inhibitors, primary screen, biochemical, fluorescence, plate reader and imaging, single point | PvdQ acylase [Pseudomonas aeruginosa LESB58] | purified PvdQ acylase | inhibition, % at 10 µM | hit rate 0.063% among 340,000 | AID 488965, 2010; in the data active = inhibition above about 30%, passing the limit was not always enough;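 note: 0% = vehicle neutral wells and 100% = reference inhibitor wells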
SR-BI HDL uptake: inhibitors of SR-BI mediated HDL lipid uptake, primary screen, ldlA[mSR-BI] cells, fluorescence, single point; Scavenger receptor class B member 1 (Mus musculus), Q61009; ldlA[mSR-BI] CHO cells, DiI-HDL uptake fluorescence, 3 h; inhibition, % at 12.5 µM; hit rate 0.96% among 320,000; AID 488896, 2010;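 active = mean replicate inhibition of at least 70% and a set share of replicates each scoring 70 or more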;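 note: 0% = median of neutral control wells and 100% = median of positive control wells; values of inactives mirror those of a sister screen read the other way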
Target sequence (Q61009 whole entry, looked up): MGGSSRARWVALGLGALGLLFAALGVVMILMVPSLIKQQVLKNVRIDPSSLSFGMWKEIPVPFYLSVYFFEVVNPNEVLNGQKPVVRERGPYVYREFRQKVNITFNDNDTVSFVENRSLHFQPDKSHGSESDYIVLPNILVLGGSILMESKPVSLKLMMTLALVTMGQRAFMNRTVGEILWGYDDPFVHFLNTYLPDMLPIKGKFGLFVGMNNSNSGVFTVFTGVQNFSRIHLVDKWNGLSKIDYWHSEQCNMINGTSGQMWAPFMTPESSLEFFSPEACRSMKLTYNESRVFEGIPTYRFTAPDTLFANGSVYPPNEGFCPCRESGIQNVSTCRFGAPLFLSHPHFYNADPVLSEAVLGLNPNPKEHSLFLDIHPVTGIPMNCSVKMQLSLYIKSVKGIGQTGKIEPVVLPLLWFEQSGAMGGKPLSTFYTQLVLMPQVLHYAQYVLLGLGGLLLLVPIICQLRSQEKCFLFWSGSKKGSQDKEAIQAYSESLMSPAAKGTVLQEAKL
dFosB activator: activators of delta FosB homodimer, primary screen, biochemical, fluorescence polarization, TAMRA-CDK5 oligo, single point. purified delta FosB; percent of positive-control signal above neutral wells. activation, % at 25 µM. hit rate 0.99% among 340,000. Protein FosB (Mus musculus), P13346. AID 493131, 2011;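 active = mean activation above about 17%, with every replicate also reaching it, limit read from the data, passing the limit was not always enough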;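 note: fluorescence polarization rise as delta FosB binds a TAMRA Cdk5 AP-1 oligo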
HTR5A ag ctr: HTR5A agonists in luminescence cell assay, primary screen, counter-screen for OPRM1-OPRD1 heterodimer agonist project, full-deck HTS. AID 504692, 2011. activation, % at 9.3 µM. cell-based. 5-hydroxytryptamine receptor 5A (Homo sapiens), P47898. hit rate 0.61% among 340,000; in the data active = activation mostly above about 9.5%, no sharp cut-off; inactive = mostly below about 7.6%;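 note: 0% = cells with vehicle only and 100% = reference agonist; strong numbers were not always called active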
cardiac RTF act: cardiac RTF calcium sensitivity activators, primary screen, biochemical, IANBD-TnC fluorescence, EC20 calcium | Troponin I, cardiac muscle (Homo sapiens) + Troponin T, cardiac muscle (Homo sapiens) + … | IANBD-labeled TnC RTF fluorescence at EC20 calcium; 0% EC20 calcium, 100% full calcium | activation, % at 7.2 µM | hit rate 0.24% among 340,000 | AID 493008, 2010;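 active = activation above the mean over all tested compounds plus 3 SD, cut at about 30% in these data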;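 note: rise in fluorescence read as greater calcium sensitivity of cardiac thin filaments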
SR-BI DiI-HDL act: activators of SR-BI mediated DiI-HDL uptake, primary screen, ldlA[mSR-BI] CHO cells, DiI fluorescence; activation, % at 12.5 µM; hit rate 0.096% among 320,000; 3 h; 100 = double the neutral-control signal;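 active = mean replicate activation of at least 60% and every replicate at or above 60%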;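 note: 0% = median plate neutral-control signal and 100% = twice that signal; values of inactives mirror those of a sister screen read the other way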
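Test system: SR-BI-overexpressing, LDLR-lacking CHO cells; Also added: labelled HDL, 10 µg/mL; Measured by: bottom-read cell fluorescence after medium removal, ex 550/em 595 nm; Timing: 3 h uptake period with compound, 37 °C; Buffer or medium: F12, 0.5% BSA, 25 mM HEPES; Doses: single compound concentration, delivered by pin transfer.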
CDK5 inh: inhibitors of human CDK5/p35 kinase, primary screen, biochemical, single concentration | Recombinant CDK5/p35, ADP-Glo luminescence, 60 min | inhibition, % at 10 µM | hit rate 0.01% among 330,000 | AID 488839, 2010;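 active = highest replicate inhibition of at least 50% and at least 75% of replicates reaching 50%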;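 note: plate controls were DMSO neutral control for no effect and GW8510 at 10 µM for full effect; many of its hits are not listed in these tables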
Rtt109 HAT inh: inhibitors of C. albicans Rtt109/Vps75 HAT, primary screen, biochemical, ThioGlo CoA-SH fluorescence, plate reader. hit rate 0.16% among 330,000. AID 540336, 2011. Histone acetyltransferase RTT109 (Candida albicans (strain SC5314 / ATCC MYA-2876)), …. purified Rtt109/Vps75, 4 h. inhibition, % at 34.9 µM;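 active = inhibition of at least 50% in every replicate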
Target sequence (Q5AAJ8 whole entry, looked up): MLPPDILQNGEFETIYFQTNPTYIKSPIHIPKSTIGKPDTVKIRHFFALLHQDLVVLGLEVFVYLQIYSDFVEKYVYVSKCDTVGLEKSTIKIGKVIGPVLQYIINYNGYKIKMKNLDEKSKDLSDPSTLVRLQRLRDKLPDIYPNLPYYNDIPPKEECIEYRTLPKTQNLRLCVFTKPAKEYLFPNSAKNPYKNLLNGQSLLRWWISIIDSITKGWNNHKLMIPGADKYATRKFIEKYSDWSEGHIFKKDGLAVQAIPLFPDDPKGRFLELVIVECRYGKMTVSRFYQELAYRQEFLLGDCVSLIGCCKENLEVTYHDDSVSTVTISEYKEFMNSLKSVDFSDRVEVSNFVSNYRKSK
MITF TRPM1 HTS: activators of MITF-driven TRPM1 promoter reporter, primary screen, cell-based, SK-MEL-5, luciferase, single point | SK-MEL-5 TRPM1-promoter luciferase, 24 h; % of positive control, neutral wells = 0 | activation, % at 12.5 µM | hit rate 0.75% among 300,000 | AID 588334, 2011;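 active = mean activation of at least 80% with every replicate also reaching 80%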;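 note: 0% = neutral control wells and 100% = parthenolide positive control wells; values of inactives mirror those of a sister screen read the other way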
Starred values were filed as active, the others as inactive; · = no result given.

SMILES | Wnt bcat act | PvdQ acylase | SR-BI HDL uptake | dFosB activator | HTR5A ag ctr | cardiac RTF act | SR-BI DiI-HDL act | CDK5 inh | Rtt109 HAT inh | MITF TRPM1 HTS
Cc1c(OC(C(=O)O)c2ccccc2)ccc2c(-c3ccccc3)cc(=O)oc12 (stereo unspecified) | -1.4 | -0.2 | · | -15.1 | -1.0 | 4.5 | · | -1.1 | 6.9 | -8.5
O=C(Nc1cccn2ncnc12)c1ccccc1 | 7.3 | -11.4 | -26.8 | -4.7 | -3.0 | 4.5 | 26.8 | -0.5 | -5.9 | 17.7
O=C(Nc1ccc2c3c(cccc13)CC2)c1ccc(Br)o1 | · | -14.9 | 21.7 | -1.6 | 17.2 | 0.1 | -21.7 | 0.1 | -6.5 | 74.0
CN(C)c1nc(N)nc(-c2nc3ccccc3s2)n1 | 31.4* | 0.1 | -24.7 | -0.3 | 4.4 | -3.4 | 24.7 | -1.0 | 1.5 | 10.7
Oc1ccc(-c2csc(Nc3ccccn3)n2)cc1O | 7.6 | 2.5 | 6.2 | -12.5 | 4.7 | 1.4 | -6.2 | 0.1 | -4.3 | ·
CCOC(=O)c1cc(S(=O)(=O)N2CCN(C3CCCCC3)CC2)cn1C | -2.3 | -13.9 | -15.9 | -3.5 | -2.7 | -1.9 | 15.9 | 4.6 | 0.5 | -3.2
Cc1ccc(OCC(=O)NNC(=S)NC(=O)C2CC2)c(C)c1 | -6.1 | -12.4 | -5.3 | -7.5 | -5.3 | 1.1 | 5.3 | -2.5 | -6.4 | -8.2
Cc1ccc(C(=O)Nc2ccc3c(c2)ncn3C)cc1 | 38.1* | -5.9 | -3.3 | 2.6 | -0.2 | 18.2 | 3.3 | -1.8 | -1.5 | 63.0
COc1ccccc1/C=N\Nc1cc(C)nc(-n2nc(C)cc2C)n1 | · | -2.3 | 49.8 | -13.1 | 0.3 | 6.3 | -49.8 | -1.4 | -11.9 | -30.5
O=C(CN1C(=O)NC2(CCc3ccccc32)C1=O)c1ccc(Br)cc1 (stereo unspecified) | -1.0 | 15.6 | 18.8 | -10.2 | 3.6 | 7.2 | -18.8 | 0.4 | 14.5 | -1.6
COc1ccc(NC(=O)C(=O)NCc2ccncc2)c(OC)c1 | -1.1 | -1.0 | -0.7 | -3.0 | -5.0 | -4.6 | 0.7 | -1.3 | 5.1 | 11.8
Cc1ccc(NC(=O)COC(=O)CCc2ccc(S(=O)(=O)N3CCOCC3)cc2)cc1F | -2.3 | -17.8 | -12.2 | -10.0 | 0.6 | -0.1 | 12.2 | 0.5 | 5.7 | 5.7
O=[N+]([O-])c1nn(-c2ccc3c(c2)OCCO3)n(O)c1=NCc1ccc(F)cc1 | · | -1.1 | -8.0 | 2.0 | 2.3 | -9.6 | 8.0 | -0.3 | 6.5 | -7.8
O=C1NCC(c2ccccc2)(c2ccccc2)C(=O)N1 | -0.8 | -8.7 | -22.9 | 7.6 | 0.9 | 1.5 | 22.9 | -0.6 | -5.1 | 2.3
CCOC(=O)c1c(S(=O)(=O)NCC(=O)Nc2cccc(F)c2)c(C)n(C)c1C | 0.0 | -2.6 | 3.7 | -14.7 | -2.8 | -5.9 | -3.7 | -0.2 | 13.3 | -4.0
O=C(CN1C(=O)c2ccccc2S1(=O)=O)Nc1ncc(Cl)cc1Cl | 4.9 | -6.1 | 4.2 | -8.6 | -6.2 | 4.0 | -4.2 | -1.6 | 0.6 | -37.6
C=CCn1c(CCNC(=O)C(C)(C)C)nc2ccccc21 | 9.4 | -10.1 | 2.8 | -7.6 | -2.3 | -0.4 | -2.8 | 0.1 | 2.5 | -2.1
CC(=O)c1cccc(NC(=O)NNC(=O)c2ccc3ccccc3c2)c1 | -3.5 | 2.8 | -22.0 | -2.1 | 8.2 | 0.3 | 22.0 | 0.1 | -0.2 | 5.0
COc1ccccc1NC(=O)CSc1nccc(-c2ccco2)n1 | -0.5 | -15.0 | 0.4 | -9.9 | 3.6 | -0.9 | -0.4 | -3.0 | 3.4 | -1.3
COc1cc(CN2CCNC(=O)C2CC(=O)N2CCCN(C(C)=O)CC2)cc(OC)c1 (stereo unspecified) | -0.4 | -6.3 | -8.7 | 5.9 | -4.0 | -3.8 | 8.7 | 0.5 | -4.8 | 5.3

Overlap with the part before: three entries, followed by the next part.
SMILES | Wnt bcat act | PvdQ acylase | SR-BI HDL uptake | dFosB activator | HTR5A ag ctr | cardiac RTF act | SR-BI DiI-HDL act | CDK5 inh | Rtt109 HAT inh | MITF TRPM1 HTS
CC(=O)c1cccc(NC(=O)NNC(=O)c2ccc3ccccc3c2)c1 | -3.5 | 2.8 | -22.0 | -2.1 | 8.2 | 0.3 | 22.0 | 0.1 | -0.2 | 5.0
COc1ccccc1NC(=O)CSc1nccc(-c2ccco2)n1 | -0.5 | -15.0 | 0.4 | -9.9 | 3.6 | -0.9 | -0.4 | -3.0 | 3.4 | -1.3
COc1cc(CN2CCNC(=O)C2CC(=O)N2CCCN(C(C)=O)CC2)cc(OC)c1 (stereo unspecified) | -0.4 | -6.3 | -8.7 | 5.9 | -4.0 | -3.8 | 8.7 | 0.5 | -4.8 | 5.3
CC1CCN(c2ccc(S(=O)(=O)N3CCC(C)CC3)cc2N)CC1 | -5.3 | -12.0 | -12.8 | -2.2 | -1.4 | 4.1 | 12.8 | 1.5 | 1.6 | -6.5
Cc1ccc(CSc2nnc(Cn3c(=O)sc4ccccc43)n2C)cc1 | 2.9 | -16.6 | -15.1 | 2.6 | 0.8 | 1.8 | 15.1 | 0.5 | 4.2 | 7.3
Cc1ccc(Cn2c(=O)c3cccnc3n(CC(=O)Nc3cccc(C(F)(F)F)c3)c2=O)cc1 | -1.2 | 6.5 | -2.2 | 3.9 | 5.9 | 0.6 | 2.2 | 1.2 | 5.4 | 5.9
CCN(c1ccccc1)S(=O)(=O)c1ccc2c(c1)N(C(C)=O)CCO2 | 0.9 | -14.2 | -10.4 | -11.7 | -0.4 | -2.3 | 10.4 | -0.1 | -6.5 | -2.4
CN1CCN(S(=O)(=O)c2cccc(C(=O)Nc3ccc(Br)cc3Br)c2)CC1 | -1.2 | 2.1 | 49.7 | -10.5 | 1.7 | -2.7 | -49.6 | 1.0 | 6.4 | 2.8
C[n+]1ccc(/C=C/c2c[nH]c3ccc(F)cc23)cc1 | -14.7 | -13.8 | · | 2.7 | 2.3 | 101.5* | · | 1.1 | -14.4 | -17.4
O=C(c1cc2cc(Br)ccc2[nH]1)N1CCc2ccccc21 | 4.5 | 7.0 | -2.7 | -5.0 | -2.4 | -7.2 | 2.7 | -0.1 | -2.1 | 15.2
CC(C)C(=O)Nc1ccc(NC(=O)c2cc3ccccc3o2)cc1 | 8.4 | -9.5 | 27.0 | 5.3 | -2.7 | 0.4 | -26.9 | -1.7 | 6.3 | 47.9
COc1cccc(CN(C)C(=O)C2CC(=O)N(c3ccc4c(c3)OCCO4)C2)c1 (stereo unspecified) | 1.8 | -8.2 | -17.9 | -1.6 | 3.1 | 1.4 | 17.9 | -1.1 | -7.9 | 0.3
CCn1c(SCC(=O)Nc2cccnc2Cl)nnc1-c1ccccc1 | -2.1 | -13.2 | -22.0 | 1.1 | -1.5 | -1.3 | 22.0 | 0.5 | -2.8 | -6.4
Cc1csc(SCC(=O)NC2CCC(C)CC2)n1 (stereo unspecified) | 4.7 | -9.3 | 2.1 | 6.4 | 3.1 | 3.2 | -2.1 | -3.8 | -1.5 | 0.2
CCn1nc(C)c(/C=N/NC(=O)Cn2nc(C)cc2C)c1C | -2.1 | 12.9 | 6.1 | 3.9 | -4.4 | 0.2 | -6.1 | 0.5 | -5.4 | 3.3
O=C1CCN(S(=O)(=O)c2ccccc2)CCN1CCOCc1cccc(F)c1 | -1.2 | -0.1 | 5.7 | 1.3 | -1.7 | 0.5 | -4.5 | 0.2 | -2.0 | -5.2
COc1ccc(N/N=C(\C#N)C(=N)SCc2ccccc2)cc1 | -0.8 | -15.5 | -3.8 | -10.0 | 3.4 | 4.4 | 3.8 | -1.2 | 0.3 | -26.6
Nc1nonc1-c1noc(CCCCCN2C(=O)c3ccccc3C2=O)n1 | -1.9 | 2.7 | -10.5 | 4.9 | -5.4 | 3.0 | 10.5 | 0.7 | 11.1 | 8.0
COC(=O)c1cc(S(=O)(=O)NCCc2sccc2C)c[nH]1 | -1.0 | 1.6 | -6.6 | 1.4 | 8.1 | -4.5 | 6.6 | · | -9.5 | 15.1
COc1ccc(N(CC(=O)Nc2c(C)n(C)n(-c3ccccc3)c2=O)S(=O)(=O)c2ccccc2)cc1OC | · | 12.0 | -21.0 | -4.0 | -6.1 | 1.4 | 21.0 | 1.2 | 8.9 | 9.3
COc1ccc(CCN2C(=O)c3ccccc3NC2c2cc(Cl)c(O)c(OC)c2)cc1 (stereo unspecified) | -2.7 | 2.2 | 7.9 | -3.2 | 6.1 | -9.2 | -7.9 | 2.1 | -1.5 | -23.5
O=C(N/N=C/c1cc([N+](=O)[O-])ccc1Cl)c1cnccn1 | 0.6 | 0.4 | -5.1 | -1.4 | -0.4 | -0.5 | 5.1 | 0.5 | -6.4 | -20.7
CC(C)(C)NC(=O)CSc1nnc(CN2CCCCCC2=O)n1-c1ccccn1 | -2.1 | 11.4 | -4.7 | -2.0 | 1.1 | -8.8 | 4.7 | -0.1 | -1.9 | -21.2
CCOC(=O)CCCn1ccc2cc(S(=O)(=O)N3CCCC3)ccc21 | 0.3 | -10.6 | -4.7 | -15.6 | -4.0 | -9.3 | 4.7 | 1.1 | 1.2 | 7.5
Cc1cc(C)c(NC(=O)c2cc3c(nc4sccn43)s2)c(C)c1 | 2.1 | -3.2 | 31.2 | -14.2 | 5.3 | 1.9 | -31.2 | -0.6 | 16.3 | -2.1
CC(=O)CC(=O)Nc1cccc2c1CCCC2 | 2.8 | 5.9 | -1.4 | -1.0 | -0.7 | 4.8 | 1.4 | 1.8 | 7.9 | 7.3
O=C(N/N=C/c1ccco1)/C(=C/c1cccc([N+](=O)[O-])c1)NC(=O)c1ccccc1 | · | -7.4 | -9.2 | -0.1 | -2.2 | -1.3 | 9.2 | -0.9 | -1.5 | -6.8
O=C(NCc1ccccn1)C1CCN(S(=O)(=O)N2CCCCC2)CC1 | · | -1.9 | -7.8 | -1.8 | -0.4 | 10.2 | 7.8 | 2.3 | -6.6 | -4.8
CC(=O)NC(CCCNC(=S)NC1CCCCC1)C(=O)O (stereo unspecified) | -0.8 | -7.6 | -1.1 | 1.8 | 5.3 | -1.0 | 1.1 | -1.7 | -3.4 | -5.6
